Source: PubChem (National Center for Advancing Translational Sciences (NCATS))
Lamin A splicing – LMNA splicing modulation; HeLa LMNA splicing GFP/RFP minigene ratio, 48 h; Potency, µM (top dose mostly 46.1 µM), without a hit: at the top dose ratio change, negative = inhibition, usual class: inhibitors; 200,000 tested, 0.01% active; AID 1487; active means well fitted inhibition curve with a large enough effect in the signal ratio, with a control signal flat, not every such curve was filed as active; inconclusive means small, poorly fitted or top-dose-only effect, or effect the other way, or a change in a side signal; the % refers to the signal ratio; further: potency means the concentration at half of the fitted maximal effect; on the % scale 0 is the no-effect control and ±100 the full control effect
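Read-out is the ratio of GFP to DsRed2 object intensity, acquired by 488 nm laser-scanning cytometry on HeLa lamin A-EGFP minigene reporter cells. Compound incubation 48 hrs at 37 °C in Opti-MEM with 2% FBS; DMSO 0.5% final.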
HttQ103 aggreg – inhibitors of mutant huntingtin aggregate formation in PC12 cells. PC12 HttQ103-GFP aggregates, Acumen cytometry, 40 h. Potency, µM (titrated, usually from 46.1 µM), inactives show top-dose activity change, negative = inhibition, actives largely listed as inhibitors. 220,000 tested, 1.1% active. AID 1688; further: potency means the concentration at half of the fitted maximal effect; on the % scale 0 is the no-effect control and ±100 the full control effect; nearly all actives have a fitted effect of over 60% in size
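PC12 cells with ecdysone-inducible HTT exon1 Q103-GFP, induced by 100 nM tebufenozide, given compounds in a concentration series. GFP aggregates (1–25 um, 6 SD above background) counted in lysates by laser-scanning cytometry, 488 nm excitation.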
KinaseGlo FLuc – Kinase-Glo luciferase inhibition (counter-screen). Kinase-Glo luciferase, ATP luminescence, 8 min. Potency, µM (titrated, usually from 38.3 µM), for inactives: top-dose activity change, negative = inhibition, actives largely listed as inhibitors. 200,000 tested, 0.28% active; further: potency means the concentration at half of the fitted maximal effect; on the % scale 0 is the no-effect control and ±100 the full control effect; nearly all actives have a fitted effect of over 60% in size
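Substrate mix (final 50 mM imidazole pH 7.2, 50 mM KCl, 7 mM MgCl2, 10 uM ATP, 0.01% Tween 20, 0.05% BSA) plus pin-tool compound, then Kinase-Glo detection mix; 8 min ambient, luminescence read.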
IMPase Li cell – membrane-permeable IMPase blocker, potentiated with lithium. CHO-M1 cells, IP1 TR-FRET (IP-One), carbachol + lithium. Potency, µM (doses to about 59.4 µM), without a hit: top-dose activity, negative = IMPase inhibition, usual class: inhibitors. 210,000 tested, 0.35% active. AID 1457;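 further: IP1 builds up when IMPase is blocked and the TR-FRET signal falls; potency means the concentration at half of the fitted maximal effect; plate controls were basal vehicle for no effect and high inhibitor control for full effect; nearly all actives have a fitted effect of over 50% in size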
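Readout is a homogeneous TR-FRET IP1 immunoassay (Ex 320, Em 665 and 620), where raised cytosolic IP1 lowers signal. Cells were CHO-M1 treated 30 min at 37C with test compounds plus a little lithium; AC50 values came from Hill-equation fitting.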
NPSR antagonist – neuropeptide S receptor (human) antagonism, cAMP; CHO-NPSR cells, cAMP TR-FRET, antagonist mode; Potency, µM (doses to about 38.3 µM), for the others: top-dose activity change, negative = inhibition, usual class: inhibitors; 220,000 tested, 1% active; AID 1461; further: potency means the concentration at half of the fitted maximal effect; on the % scale 0 is the no-effect control and ±100 the full control effect; nearly all actives have a fitted effect of over 50% in size; many of its hits are not listed in these tables
Target sequence (Q6W5P4 whole entry, looked up): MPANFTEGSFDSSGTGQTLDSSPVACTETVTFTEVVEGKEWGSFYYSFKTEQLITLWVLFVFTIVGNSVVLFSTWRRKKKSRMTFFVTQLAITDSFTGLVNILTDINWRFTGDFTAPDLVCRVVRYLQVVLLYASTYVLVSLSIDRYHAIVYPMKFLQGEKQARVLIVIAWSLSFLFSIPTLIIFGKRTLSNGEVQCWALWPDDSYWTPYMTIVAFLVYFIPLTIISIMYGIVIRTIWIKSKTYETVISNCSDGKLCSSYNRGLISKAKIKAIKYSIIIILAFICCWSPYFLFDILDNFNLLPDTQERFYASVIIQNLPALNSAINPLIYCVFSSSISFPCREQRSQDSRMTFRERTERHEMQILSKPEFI
CBFb-RUNX1 inh – blocks binding between human CBF-beta and RUNX1 | AID 1477 | Q01196+Q13951 | AlphaScreen CBFb-His/RUNX1-biotin binding, biochemical | Potency, µM (doses to about 59.8 µM), for the others: at the top dose activity, negative = inhibition, hits mostly inhibitors | 230,000 tested, under 10 active; further: % of control where 0% means no effect
Target sequence (Q01196 whole entry, looked up): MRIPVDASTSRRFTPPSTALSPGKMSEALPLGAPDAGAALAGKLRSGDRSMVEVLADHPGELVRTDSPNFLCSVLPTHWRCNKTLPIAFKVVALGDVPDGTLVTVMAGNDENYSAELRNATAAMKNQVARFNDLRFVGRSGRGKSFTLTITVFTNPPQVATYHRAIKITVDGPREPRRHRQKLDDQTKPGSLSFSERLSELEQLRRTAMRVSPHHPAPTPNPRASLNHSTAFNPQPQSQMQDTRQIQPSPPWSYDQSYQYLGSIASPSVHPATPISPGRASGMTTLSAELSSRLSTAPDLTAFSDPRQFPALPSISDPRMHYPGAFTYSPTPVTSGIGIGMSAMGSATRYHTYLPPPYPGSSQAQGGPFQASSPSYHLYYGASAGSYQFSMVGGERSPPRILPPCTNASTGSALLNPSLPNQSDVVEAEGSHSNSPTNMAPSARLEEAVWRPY
Target sequence (Q13951 whole entry, looked up): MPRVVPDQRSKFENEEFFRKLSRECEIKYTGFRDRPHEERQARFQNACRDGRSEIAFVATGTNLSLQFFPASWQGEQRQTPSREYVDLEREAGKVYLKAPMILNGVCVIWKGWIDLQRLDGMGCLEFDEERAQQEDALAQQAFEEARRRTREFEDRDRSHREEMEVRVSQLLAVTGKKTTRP
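Inhibition was taken as any reduction in AlphaScreen signal from the CBF-beta–RUNX1 pair (His and biotin tags, 30 nM each), measured after compound (15 min) and bead (90 min) incubations at room temperature.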
Epigenetic reg – epigenetic control regulation, reporter derepression | AID 1865 | Potency, µM (top dose mostly 53.9 µM), for the others: top-dose GFP activation, most hits filed as activators | 280,000 tested, 0.2% active | murine LDR cells, GFP reporter derepression, 30 h; further: potency means the concentration at half of the fitted maximal effect; % of control where 0% means no effect; nearly all actives have a fitted effect of over 60% in size
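Readout is the number of GFP-expressing murine LDR cells, counted by cytometry following washing. Cells were treated with compound for 30 h at 37 C; the stably integrated CMV-GFP locus is normally silent.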
The depositor's hits bear a star; ? = inconclusive; . = no result given; [ ] = dose if it differs, or a comment. Unless noted, the call rests on the fitted dose curve; in most records, active means well fitted curve in the direction sought with a large enough effect; inconclusive means small, poorly fitted or top-dose-only effect, or another doubt; inactive means no such curve, though single readings can be large; an effect the other way counts as inactive or inconclusive.

SMILES	Lamin A splicing	HttQ103 aggreg	KinaseGlo FLuc	IMPase Li cell	NPSR antagonist	CBFb-RUNX1 inh	Epigenetic reg
COC(=O)C1CCN(c2cc(Cl)nc(N)n2)CC1	?	28%	0%	0%	13%	-7%	-2.4%
COc1ccc(C2C=C(c3ccc(C)cc3)Nc3ncnn32)cc1 (configuration not stated)	2%	-7%	-5%	-21%[38.3 µM]	-26%[46.1 µM]	2%	0.0%
CN(C)CCn1c(=S)[nH]c2ncccc2c1=O	4%[46 µM]	10%	-1%	2%	1%	7%	-2.2%
NC(=O)c1ccc(N2CCCCC2)c(N2C(=O)C3CC=CCC3C2=O)c1 (configuration not stated)	7%	5%	-7%	25%[38.3 µM]	-9%[46.1 µM]	6%	0.9%
COc1ccccc1Nc1ncnc2c1oc1ccccc12	2%	-11%	-10%	12%[38.3 µM]	-9%[46.1 µM]	20%	-0.2%
CC(C)(C)NC(=O)NC(=O)CN1CCN(S(=O)(=O)c2ccc3c(c2)OCCO3)CC1	.	-2%[9.22 µM]	.	.	-6%	18%	-3.1%
O=C1C2CC=CCC2C(=O)N1c1ccc(NCCc2ccc(Cl)cc2)c([N+](=O)[O-])c1 (configuration not stated)	?	3%	-1%	11%	-2%	?	-1.8%
CCOc1cc(/C=N/NC(=O)CCCC(=O)NC2CCCCC2)ccc1O	3%	-17%	3%	5%	11%	-1%	-1.8%
COCc1cc(C)nc(SCc2nc3ccccc3c(=O)[nH]2)c1C#N	?	-17%	1%	2%	8%	7%	?
Cn1c(C(=O)N2CCCC(C(=O)NCc3ccc4c(c3)OCO4)C2)cc2sccc21 (configuration not stated)	-18%	-32%	1%	-6%[38.3 µM]	-5%[46.1 µM]	-10%	-5.3%
O=C(Cc1cccs1)Nc1cccc(-c2nc3ccccc3[nH]2)c1	-7%	22%	-1%	-3%	19%	6%	1.0%
CCOC(=O)NC(=O)CSc1ccc(C)cc1C	10%[46 µM]	1%	1%	4%	6%	9%	-1.5%
CC1(C)CC(N=Cc2c(O)n(Cc3ccc4c(c3)OCO4)c(=O)c3ccccc23)CC(C)(C)N1	?	?	-1%	6%	-51%	-22%	?
Cc1cc(C)n2c(SCC(=O)NC3CCCC(C)C3C)nnc2n1 (configuration not stated)	13%[46 µM]	12%	-2%	8%	11%	-6%	-0.4%
C=C/C(C)=C/CC1C(=C)CCC2C(C)(C(=O)O)CCCC12C (configuration not stated)	.	-15%[9.22 µM]	.	.	3%	-1%	1.1%
COc1ccc(CCN(C)S(=O)(=O)c2ccc(Cl)nc2)cc1OC	-10%[46 µM]	-16%	3%	7%	6%	2%	-0.4%
CSc1nc(Cl)c(Cc2ccc(OCC(C)C)cc2)c(N2CCOCC2)n1	?	-14%	0%	12%	-53%	12%	-1.0%
CC12CN3CC(C)(CN(C1)C3c1ccc([N+](=O)[O-])o1)C2=O (configuration not stated)	.	20%[9.22 µM]	3%	2%	-19%	8%	-4.9%
COCc1cc(=O)n2[nH]c(C(F)(F)F)nc2n1	27%	7%[9.22 µM]	2%	23%[38.3 µM]	-8%[46.1 µM]	1%	-0.3%
COc1ccc(-c2[nH]ncc2CN2CCC(c3ccncc3)CC2)cc1F	.	2%[9.22 µM]	.	.	12%	3%	0.0%
COc1ccc(CC(=O)c2ccc(O)cc2O)cc1OC	-15%	-5%	2%	0%	-16%[46.1 µM]	-4%	-5.7%
COc1ccccc1NC(=O)c1cc2n(n1)C(C(F)(F)F)CC(c1ccc3c(c1)OCO3)N2 (configuration not stated)	?	-3%	0%	12%[38.3 µM]	1%[46.1 µM]	8%	1.6%
CCOC(=O)N1CCN(Cc2nc(N)nc(Nc3ccc(Cl)cc3)n2)CC1	10%[46 µM]	2%[9.22 µM]	-2%	2%	3%	-9%	1.1%
NNC(=S)NC1CC2CC1C1C=CCC21 (configuration not stated)	.	20%[9.22 µM]	.	.	-3%	-1%	?
Cc1nn(-c2ccc(Cl)cc2)c2sc(C(=O)N3CCN(C(=O)c4ccco4)CC3)cc12	-5%	12%	-7%	3%[38.3 µM]	-8%[46.1 µM]	6%	0.0%

Remaining list, next part:
SMILES	Lamin A splicing	HttQ103 aggreg	KinaseGlo FLuc	IMPase Li cell	NPSR antagonist	CBFb-RUNX1 inh	Epigenetic reg
CC1(C)CC(=O)C(C=NCCN2CCN(C3CC(=O)N(c4cccc(Br)c4)C3=O)CC2)=C(O)C1 (configuration not stated)	0%[46 µM]	2%	-1%	-4%	24%	4%	0.8%
CCCOc1ccc(-c2csc(N)n2)cc1[N+](=O)[O-]	?	-7%	1%	-4%	-11%[46.1 µM]	-12%	0.0%
CCOC(=O)C1CCN(C(=O)CCc2nc3ccccc3[nH]2)CC1	7%	0%	-2%	16%[38.3 µM]	-1%[46.1 µM]	2%	0.9%
Cc1c(C(O)CN2CCC(C(N)=O)CC2)c2ccccc2n1C (configuration not stated)	3%	1%	-2%	-11%[38.3 µM]	8%[46.1 µM]	-3%	0.0%
CCc1nc(C)cn1S(=O)(=O)c1cc(Cl)c(OC)cc1Cl	22%	-16%	0%	7%[38.3 µM]	-5%[46.1 µM]	1%	-2.0%
O=C(Nc1ccccc1C(=O)NCC1CCCO1)c1ccco1 (configuration not stated)	5%	13%	-1%	5%[38.3 µM]	-7%[46.1 µM]	1%	-1.0%
O=c1cc(CN2CCN(C/C=C/c3ccccc3)CC2)c2cc(O)ccc2o1	?	-1%	-1%	7%[38.3 µM]	?	-5%	0.2%
Clc1ccc(Nc2ccc(-n3ccnc3)nn2)cc1Cl	-4%	-4%	-5%	-7%[38.3 µM]	-11%[46.1 µM]	0%	0.0%
CC(C)(C)c1ccc(NC(=O)C(=O)C2C(=O)Nc3ccccc32)cc1 (configuration not stated)	.	-15%	0%	19%	-8%	-1%	-1.1%
COc1ccc(/C=C/C(=O)c2ccc(O)cc2)cc1CN1CCOCC1	?	3%	-1%	13%	5%	4%	2.8%
COC(=O)c1c(C)nn(-c2ccccc2)c1N	5%	-7%	0%	-5%	22%	10%[2.36 µM]	-1.2%
O=c1oc2ccccc2cc1-c1csc(NN=C2CCCCC2)n1	?	-15%	-4%	-3%[38.3 µM]	-11%[46.1 µM]	4%	-0.2%
COc1ccc(CCNC(=O)C(=O)NCc2ccc(C(C)C)cc2)cc1OC	2%	14%	2%	6%[38.3 µM]	1%[46.1 µM]	-1%	0.0%
CC(C)CNC(=O)c1ccccc1NC(=O)Nc1ccccc1	8%	-14%	-11%	16%[38.3 µM]	-1%[46.1 µM]	5%	0.9%
CCOC(=O)N1CCN(c2c(NCC3CCCO3)c(=O)c2=O)CC1 (configuration not stated)	-2%	2%	4%	-28%[38.3 µM]	-17%[46.1 µM]	2%	-4.6%
Cc1cccc(Nc2nnc(SCC(=O)Nc3ccccc3[N+](=O)[O-])s2)c1C	?	-6%	0%	-12%	-11%	3%	-2.0%
Cc1nc(NC2CCCCC2)c2nc(-c3ccccc3)n(CCN3CCCCC3)c2n1	.	.	-5%	7%	.	-10%	-0.1%
CN(C)c1ccc(NC(=O)CN2CCN(S(=O)(=O)c3cc(Cl)ccc3Cl)CC2)cc1	-15%	2%	2%	9%[38.3 µM]	-13%[46.1 µM]	?	0.0%
O=C(NNC1CC(=O)N(c2ccccc2)C1=O)c1ccccc1Cl (configuration not stated)	.	6%[9.22 µM]	.	.	-11%	-2%	-0.3%
Cc1cccc(OCCN2CSC(=S)N(C)C2)c1	?	-11%[9.22 µM]	2%	10%[38.3 µM]	6%[46.1 µM]	-2%	3.2%
NS(=O)(=O)c1ccc(CNC(=S)NCc2ccc(Cl)cc2)cc1	?	1%	-3%	5%	-6%	-6%	0.1%
COCc1cc(N2CCN(c3ccccc3F)CC2)nc(-c2ccccc2)n1	?	6%	1%	5%	-40%	21%	1.4%
CC(=O)N1CCN=C1SCc1ccc(F)cc1	-3%	2%	15%	-18%[38.3 µM]	0%[46.1 µM]	-2%	9.0%

Reformatted with values under each structure: entries from further up
Values run as follows: Lamin A splicing	HttQ103 aggreg	KinaseGlo FLuc	IMPase Li cell	NPSR antagonist	CBFb-RUNX1 inh	Epigenetic reg
CCOC(=O)N1CCN(c2c(NCC3CCCO3)c(=O)c2=O)CC1 (configuration not stated)
→ -2%	2%	4%	-28%[38.3 µM]	-17%[46.1 µM]	2%	-4.6%
Cc1cccc(Nc2nnc(SCC(=O)Nc3ccccc3[N+](=O)[O-])s2)c1C
→ ?	-6%	0%	-12%	-11%	3%	-2.0%
Cc1nc(NC2CCCCC2)c2nc(-c3ccccc3)n(CCN3CCCCC3)c2n1
→ .	.	-5%	7%	.	-10%	-0.1%
CN(C)c1ccc(NC(=O)CN2CCN(S(=O)(=O)c3cc(Cl)ccc3Cl)CC2)cc1
→ -15%	2%	2%	9%[38.3 µM]	-13%[46.1 µM]	?	0.0%
O=C(NNC1CC(=O)N(c2ccccc2)C1=O)c1ccccc1Cl (configuration not stated)
→ .	6%[9.22 µM]	.	.	-11%	-2%	-0.3%
Cc1cccc(OCCN2CSC(=S)N(C)C2)c1
→ ?	-11%[9.22 µM]	2%	10%[38.3 µM]	6%[46.1 µM]	-2%	3.2%

Profiles as entered above. Order of screens: Lamin A splicing	HttQ103 aggreg	KinaseGlo FLuc	IMPase Li cell	NPSR antagonist	CBFb-RUNX1 inh	Epigenetic reg
Profile of O=c1cc(CN2CCN(C/C=C/c3ccccc3)CC2)c2cc(O)ccc2o1 → ?	-1%	-1%	7%[38.3 µM]	?	-5%	0.2%
Profile of Cc1cccc(OCCN2CSC(=S)N(C)C2)c1 → ?	-11%[9.22 µM]	2%	10%[38.3 µM]	6%[46.1 µM]	-2%	3.2%

An excerpt; rates above refer to the full screens.
